Mito fusion yeast: inhibitors of mitochondrial division or activators of mitochondrial fusion; S. cerevisiae fusion-defective mutant growth rescue, CellTiterGlo 48 h; 320,000 compounds, 0.23% hits; Potency, µM (titrated, usually from 46.1 µM), for inactives: at the highest dose growth rescue (activation), actives largely listed as activators;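 further: potency means the concentration at half of the fitted maximal effect; % of control where 0% means no effect; nearly all actives have a fitted effect of over 45% in size; temperature-sensitive fusion mutants such as fzo1-1 at 37 °C on non-fermentable ethanol glycerol medium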
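Temperature-sensitive fusion-defective S. cerevisiae (e.g. fzo1-1, mgm1-5) were grown with compound in YPEG medium (3% ethanol, 3% glycerol) for 48 hours at 37C. Growth rescue was measured as viability by CellTiterGlo luminescence after 10 minutes at ambient.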
a7 integrin act: activates integrin-mediated alleviation for muscular dystrophy | alpha7betagal myoblasts, beta-gal FDG fluorescence, 48 h | AID 624291 | Potency, µM (highest dose often 38.3 µM), for inactives: top-dose activation, actives largely listed as activators | 350,000 compounds, 0.064% hits;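 further: potency means the concentration at half of the fitted maximal effect; 100% = response of the positive control SU9516; nearly all actives have a fitted effect of over 60% in size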
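alpha7betagal+/- myoblasts (passage 13, 250/well) treated 48 h at 37C with compounds at 1:260 dilution of DMSO stock. Lysed, then beta-galactosidase activity read as FDG fluorescence (ex 480/em 540) after 30 min, with pre-read for autofluorescence.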
A-T KAP1 phos: potential ataxia-telangiectasia treatments restoring KAP-1 phosphorylation | Potency, µM (doses to about 57.5 µM), for the others: at the highest dose activation, most hits filed as activators | […] A-T fibroblasts, KAP-1 phosphorylation AlphaLISA; neocarzinostatin DNA damage 30 min before lysis | 320,000 compounds, 0.19% hits; further: potency means the concentration at half of the fitted maximal effect; % of control where 0% means no effect; nearly all actives have a fitted effect of over 45% in size
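ATM-like activity read as KAP-1 phosphorylation via AlphaLISA donor/acceptor antibody pairs after lysis and 6 hr at 25C. Cells were ATM-null patient fibroblasts ([…], hTERT), dosed 60 min, then exposed to the DSB inducer NCS for 30 min.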
ASM inhibitor: inhibitors of human secretory acid sphingomyelinase; P17405; placental ASM, HMU-PC fluorogenic substrate, 60 min; 340,000 compounds, 0.006% hits; Potency, µM (highest dose often 57.5 µM), for the others: at the top dose activity change, negative = inhibition, actives largely listed as inhibitors; further: potency means the concentration at half of the fitted maximal effect
Target sequence (P17405 47-631 limits assumed): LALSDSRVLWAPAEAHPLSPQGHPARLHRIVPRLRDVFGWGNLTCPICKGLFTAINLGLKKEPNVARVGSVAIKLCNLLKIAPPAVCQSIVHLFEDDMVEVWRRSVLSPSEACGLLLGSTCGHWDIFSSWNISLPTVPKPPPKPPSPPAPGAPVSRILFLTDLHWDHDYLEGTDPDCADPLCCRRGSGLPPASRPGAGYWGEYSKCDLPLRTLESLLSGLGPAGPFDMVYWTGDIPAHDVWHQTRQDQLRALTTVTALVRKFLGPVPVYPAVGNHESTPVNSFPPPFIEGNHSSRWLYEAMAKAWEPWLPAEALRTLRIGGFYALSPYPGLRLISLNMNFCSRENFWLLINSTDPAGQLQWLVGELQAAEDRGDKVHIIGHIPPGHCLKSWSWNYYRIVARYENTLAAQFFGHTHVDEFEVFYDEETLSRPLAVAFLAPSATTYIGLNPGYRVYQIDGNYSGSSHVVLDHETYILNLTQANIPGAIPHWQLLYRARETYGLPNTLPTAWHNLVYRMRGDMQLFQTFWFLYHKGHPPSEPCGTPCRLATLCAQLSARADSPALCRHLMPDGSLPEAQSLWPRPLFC
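HMU-PC0 cleavage (9 uM final) by human placental ASM, 60 min at 37 °C following 10 min compound exposure at RT; stopped at pH 10, fluorescence Ex 386/Em 447 nm.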
TSHR antagonist: antagonists of human thyroid stimulating hormone receptor. TSHR-expressing cells, TSH-stimulated cAMP HTRF, 2 h; active compounds read low. 330,000 compounds, 0.2% hits. P16473. activity change, negative = inhibition, % at 11.5 µM. AID 504810;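 active means activity change below a set negative limit, meaning inhibition stronger than a set level, cut at about -70% in these data; inconclusive means activity change between two set negative limits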; further: on the % scale 0 is the no-effect control and ±100 the full control effect
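Inhibition of cAMP made by TSHR-expressing cells under TSH stimulation (4nM final, EC80; 2 h, 37 deg C) is quantified with a one-step lysis HTRF kit, anti-cAMP cryptate versus cAMP-d2.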
ELG1 DNA repair: ELG1-dependent DNA repair inhibition. AID 504467. HEK293T ELG1-luciferase reporter, luminescence, 16 h; DNA damage induced by 5-fluorouridine. 330,000 compounds, 2.3% hits. Potency, µM (series often up to 46.1 µM), without a hit: top-dose activity change, negative = inhibition, actives largely listed as inhibitors; further: potency means the concentration at half of the fitted maximal effect; on the % scale 0 is the no-effect control and ±100 the full control effect; nearly all actives have a fitted effect of over 55% in size
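Step one: seed 2,000 cells per well. Step two: pin-transfer compound or DMSO alongside 5-fluorouridine. Step three: incubate 16 hr, 37 °C, 5% CO2. Step four: add ONE-Glo, wait 30 min, read luminescence.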
Eya2 inh: blocks the phosphatase activity of human Eya2. O00167. Potency, µM (series often up to 76.9 µM), without a hit: top-dose activity, negative = inhibition, hits mostly inhibitors. recombinant Eya2, OMFP fluorescence dephosphorylation (OMFP is methylfluorescein phosphate). 330,000 compounds, 0.006% hits; further: potency means the concentration at half of the fitted maximal effect; on the % scale 0 is the no-effect control and ±100 the full control effect
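Eya2 (0.2 uM) preincubated 10 min at ambient with compound, then OMFP substrate added at 50 uM; 10 min reaction in 50 mM HEPES pH 7.5, 50 mM NaCl, 5 uM MgCl2, 0.05% BSA, 1 mM DTT. Fluorescence read at Ex 485/Em 525 nm.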
Chronic BCR inh: inhibitors of chronic active B-cell receptor signaling; ABC-DLBCL IkBa-CBG/CBR reporter, luminescence ratio, 4 h; Potency, µM (series often up to 46.1 µM), inactives show at the highest dose ratio change, negative = lower green/red ratio, usual class: inhibitors; 340,000 compounds, 0.05% hits; active means well fitted inhibition curve with a large enough effect in the signal ratio, with a control signal flat, not every such curve was filed as active; inconclusive means small, poorly fitted or top-dose-only effect, or effect the other way, or a change in a side signal; the % refers to the signal ratio;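 further: potency means the concentration at half of the fitted maximal effect; plate controls were basal doxycycline-induced cells for no effect and cells given 10 µM MG132 for full effect; MG132 reads +100%, hits lower the ratio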
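Doxycycline induced both beetle luciferases in TMD8 lymphoma cells; IKK-driven degradation limits the IkappaBalpha-fused green signal, while red luminescence normalises for cell number and nonspecific effects. Compounds tested up to 46 uM, 4 hrs.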
PTAP TSG101 blk: blocks PTAP/TSG101 interaction to inhibit HIV-1 budding | Q99816 | Fluorescence polarization, FITC-PTAP peptide / Tsg101 binding | Potency, µM (highest dose often 115 µM), inactives show at the top dose activity change, negative = inhibition, most hits filed as inhibitors | 340,000 tested, under 10 active | AID 493005; active means well fitted inhibition curve with a large enough effect in the main read-out, with a control signal flat, not every such curve was filed as active; inconclusive means small, poorly fitted or top-dose-only effect, or effect the other way, or a change in a side signal; inactive means no such curve, though single readings can be large or run the other way; further: potency means the concentration at half of the fitted maximal effect; % of control where 0% means no effect
Target sequence (Q99816 whole entry, looked up): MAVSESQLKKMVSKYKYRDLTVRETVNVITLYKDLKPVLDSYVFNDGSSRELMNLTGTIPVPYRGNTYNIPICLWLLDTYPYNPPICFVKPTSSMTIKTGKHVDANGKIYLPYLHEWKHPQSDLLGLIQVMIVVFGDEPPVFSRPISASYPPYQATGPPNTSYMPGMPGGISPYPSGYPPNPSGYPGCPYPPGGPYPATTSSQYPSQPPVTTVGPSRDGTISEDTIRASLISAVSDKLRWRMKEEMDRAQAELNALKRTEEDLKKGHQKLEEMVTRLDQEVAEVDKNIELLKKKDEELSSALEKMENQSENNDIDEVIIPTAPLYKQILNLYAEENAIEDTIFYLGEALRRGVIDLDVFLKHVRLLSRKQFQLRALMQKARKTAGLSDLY
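FP read-out: FITC-PTAP peptide, 50 nM final, binding Tsg101 binding domain, 10 uM final; 20 min, r.t.; 10 mM HEPES pH 7.5, 0.15 M NaCl, 0.01% Tween 20, 3 mM EDTA, 0.1 mM TCEP.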
TCR act: T cell receptor activation; primary human leukocytes, anti-CD3, IL-2 HTRF, 48 h; 330,000 tested, under 10 active; Potency, µM (titrated, usually from 9.22 µM), for inactives: top-dose activation of IL-2 secretion, actives largely listed as activators; further: % of control where 0% means no effect
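TCR engagement came from a-CD3 beads alone, with compounds added to primary human leukocytes for 48 hr. Secreted IL-2 bridged europium cryptate- and d2-labelled anti-IL-2 antibodies, giving FRET emission at 665nm after 320nm excitation.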
Tb PFK block: inhibitors of T. brucei phosphofructokinase | O15648 | T. brucei PFK, ADP-Glo luminescence | Potency, µM (doses to about 57.5 µM), for inactives: at the top dose activity, negative = inhibition, most hits filed as inhibitors | 330,000 compounds, 0.17% hits | AID 485367;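 further: potency means the concentration at half of the fitted maximal effect; 0% = uninhibited 1x PFK enzyme wells and -100% = no-enzyme wells; nearly all actives have a fitted effect of over 60% in size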
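Luminescent ADP detection (ADP-Glo, two-step: ATP depletion then ADP-to-ATP conversion for luciferase) reported PFK activity after 45 min room-temperature reaction of 1.25 nM enzyme with 0.5 mM F6P and 0.1 mM ATP at pH 8.0.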
* = called active by the depositor; u = inconclusive; x = no result given; [ ] = remark or other dose. Unless noted, the call rests on the fitted dose curve; in most records, active means well fitted curve in the direction sought with a large enough effect; inconclusive means small, poorly fitted or top-dose-only effect, or another doubt; inactive means no such curve, though single readings can be large; an effect the other way counts as inactive or inconclusive.

SMILES	Mito fusion yeast	a7 integrin act	A-T KAP1 phos	ASM inhibitor	TSHR antagonist	ELG1 DNA repair	Eya2 inh	Chronic BCR inh	PTAP TSG101 blk	TCR act	Tb PFK block
O=C(CN1c2cccc3cccc(c23)S1(=O)=O)Nc1ccc(F)c(F)c1F	x	-12%	1%	32%	-17	23µM*	-8%	-6%	0%	-8%	-4%
CCCCC1=CC2=C(c3ccco3)C(=O)C(C)(OC(=O)c3ccc(OC)cc3)C(=O)C2=CN1Cc1ccccc1 (stereo not drawn)	-3%	20%	-3%	3%	16	0%	5%	8%	0%	-5%	1%
O=C(Nc1cccc(S(=O)(=O)NC2=NCCC2)c1)c1ccc(F)cc1	x	-9%	-1%	2%	-5	u	4%	-1%	-8%	x	-5%
Cc1ccc2c(c1)N(CC(=O)NC1CCCCC1C)C(=O)CO2 (stereo not drawn)	1%	2%	-2%	4%	9	-3%	-11%	3%	-9%	-4%	-2%
COc1ccccc1N1CCN(C(=O)c2cc(-c3ccc(F)cc3)on2)CC1	4%	u	4%	-13%	-3	-9%	14%	u	-5%	-4%	4%
O=C(C1CCN(C2CCN(Cc3ccc4c(c3)CCO4)CC2)CC1)N1CCOCC1	-3%	4%	2%	0%	12	0%	4%	-13%	-6%	-8%	0%
Cc1cc(C)c(C(=O)CN2C(=O)NC3(CCCCCC3)C2=O)cc1C	-4%	4%	2%	-1%	-3	u	-11%	-1%	-10%	-5%	-2%
CC1=C(C(=O)Nc2ccccc2C(=O)NCCCOC(C)C)SCCO1	-6%	4%	1%	0%	-4	-12%	1%	-2%	-4%	13%	0%
Cc1cc(=O)[nH]c(SCc2cc(=O)n3nc(C)sc3n2)n1	0%	17%	-1%	-4%	43	15%	18%	u	-6%	1%	-2%
Cc1ccc(S(=O)(=O)c2nc(Nc3ccccc3N3CCOCC3)sc2Cl)cc1	4%	-5%	15%	-11%	15	6%	11%	-2%	-6%	-1%	-1%
CS(=O)(=O)c1ccc(C(=O)NCC2(N3CCOCC3)CCCCC2)cc1	x	-13%	18%	3%	6	8%	3%	4%	1%	-8%[46.1 µM]	1%
COc1ccc(NC(=O)CSc2nnnn2C2CC3C=CC2C3)cc1 (stereo not drawn)	-1%	24%	16%	0%	-5	u	0%	-2%	-7%	0%	1%
COc1cc(NC(=O)CCn2c(=O)[nH]c3ccsc3c2=O)cc(OC)c1	-2%	0%	-5%	2%	1	u	-9%	17%	-5%	-7%[46.1 µM]	0%
COC(=O)c1ccc(C2C(Oc3ccccc3C)C(=O)N2CCc2ccc(OC)c(OC)c2)cc1 (stereo not drawn)	-3%	u	26%	-9%	u	u	-9%	u	-2%	-3%	1%
CN1CCN(C(=O)CN(Cc2ccccc2)S(C)(=O)=O)CC1	-1%	9%	x	7%	-2	16%	-32%	u	-7%	-12%	-2%
COc1ccc(C(CCN(Cc2ccc(OC)c(OC)c2)C(=O)CCl)c2ccccc2)cc1 (stereo not drawn)	20%	-58%[inhibitor]	4%	-12%	-2	21µM*	-16%	u	0%	-1%[46.1 µM]	-5%
CC(=O)Nc1ccc(C(=O)/C=C/c2ccc[nH]2)cc1	5%	-27%	6%	226%[activator]	-7	u	2%	u	-1%	-3%	-4%
Cn1c(/C(C#N)=C/C2CC=CCC2)nc2ccccc21 (stereo not drawn)	0%	-28%	1%	2%	-1	u	-1%	u	-15%	3%	-1%
CSCC(C)N1CCC(N2CCC(C(=O)NCc3ccccn3)CC2)CC1 (stereo not drawn)	-4%	0%	0%	1%	0	11%	4%	-13%	-7%	-2%	-5%
CCC(=O)Nc1cc(Cl)ccc1C(=O)O	0%	14%	-2%	6%	6	-5%	7%	2%	-7%	4%	4%
Cc1nn(Cc2ccccc2)c(Cl)c1C(=O)OCc1nnc(-c2ccccc2)o1	17%	-38%	13%	-10%	-23	u	8%[15.4 µM]	-8%	0%	-7%	6%
Cc1c(Cl)c([N+](=O)[O-])nn1CC(=O)NC12CC3CC(CC(C3)C1)C2	10%	-14%	-2%	-3%	3	-5%	-8%	7%	-2%	-8%	-3%
COCCCNC(=O)/C=C/c1ccc(Cl)cc1	-4%	18%	-8%	2%	6	u	4%	-1%	2%	x	-11%[0.46 µM]
O=C(Nc1ccc(S(=O)(=O)Nc2nccs2)cc1)c1c(F)c(F)c(F)c(F)c1F	2%	-2%	1%	-4%	-4	-2%	2%	-8%	2%	11%	2%
Cc1cc(C)c2c(N)c(C(=O)c3ccccc3)sc2n1	13%	1%	-7%	0%	1	u	u	15%	2%	-4%	-2%
CCCCn1c(SCc2nc(N)nc(N3CCCCC3)n2)nc2c1c(=O)n(C)c(=O)n2C	0%	-11%	-5%	-2%	-1	18%	7%	0%	0%	10%	2%
CC(C)N1CC2(c3ccccc3)CN(C(C)C)CC(c3ccccc3)(C1)C2=O	0%	5%	-2%	2%	-5	2%	7%	-1%	-1%	-15%	-4%
c1cnc2c(OCc3cn4cccnc4n3)cccc2c1	-2%	-6%	5%	4%	26	u	7%	u	-1%	-1%	-3%
O=C(CN1CCC(C(O)(c2ccccc2)c2ccccc2)CC1)Nc1cc(Cl)ccc1Cl	-2%	27%	19%	-11%	-18	6%	9%	0%	-4%	0%	5%
O=C(CN1C(=O)C2C3C=CC(C3)C2C1=O)Nc1nc(SCc2ccc(Cl)cc2)n[nH]1 (stereo not drawn)	2%	0%	2%	-4%	-20	13%	7%	-6%	2%	-1%	-4%
COc1ccc(N2CCN(C(=O)c3ccc(NS(=O)(=O)c4ccc(F)cc4)cc3)CC2)cc1	0%	10%	-2%	-2%	-23	-2%	2%	1%	-7%	-3%	2%
Cc1cc(Nc2ccccc2)nc(-c2ccccc2O)n1	11%	0%	6%	-18%	-17	8%	-7%	u	-6%	3%	2%
Cc1ccc(C)c(NC(=O)c2cccc(Oc3ccc([N+](=O)[O-])cc3Cl)c2)c1	25%	-20%	0%	-1%	-23	-17%	3%	2%	-1%	7%[46.1 µM]	-1%
Nc1nnc(N2CCc3ccccc32)s1	11%	-14%	19%	-1%	11	u	0%	9%	0%	1%[46.1 µM]	13%
CCN1CCN(S(=O)(=O)c2cccc3nsnc23)CC1	3%	0%	-3%	1%	5	3%	14%	4%	-3%	15%	2%
O=S(NC1CCCCC1)C12CC3CC(CC(C3)C1)C2 (stereo not drawn)	13%	-2%[7.66 µM]	-1%	5%	1	u	21%[15.4 µM]	-1%	-4%	x	-3%
O=C(c1cnn2c(C(F)F)cc(-c3ccccc3)nc12)N1CCSCC1	-2%	-25%[7.66 µM]	4%	8%	-7	u	5%	10%	-3%	2%[46.1 µM]	-4%
COc1ccc(OC)c(CN2CCCC(CO)C2)c1 (stereo not drawn)	0%	-15%	3%	-4%	12	0%	12%	9%	-2%	0%	3%
CCCCn1c(N)c(N(CC)C(=O)c2ccco2)c(=O)[nH]c1=O	-4%	-31%	6%	3%	2	21%	-12%	1%	-1%	12%	9%
CCCn1c2ccc(C)cc2c2n[nH]c(=S)nc21	-12%	u	-14%	0%	2	1%	6%	0%	-5%	-5%	2%
CCOC(=O)C1CCN(C(=O)CNS(=O)(=O)c2ccc(Br)s2)CC1	0%	-4%[7.66 µM]	3%	0%	13	-11%	-9%	-2%	-3%	2%	4%
Cc1ncc(CN2CCC(C(=O)Nc3cccc(-c4cscn4)c3)CC2)cn1	2%	-32%	17%	-1%	-4	-15%	0%	1%	-4%	8%	-16%
Nc1nc(NCC(=O)O)nc(NCc2ccccc2)c1[N+](=O)[O-]	-5%	7%	14%	-6%	3	u	0%	3%	-9%	1%	2%
CCC(NS(=O)(=O)c1ccc(C)cc1)C(=O)O (stereo not drawn)	0%	18%[7.66 µM]	-9%	4%	-4	3%	8%	0%	0%	-15%	4%
Cc1ccc2oc(=O)c(/C=C(\O)c3cccs3)nc2c1	1%	-3%	-4%	-2%	3	1%	11%	u	u	3%	12%

Source: PubChem (National Center for Advancing Translational Sciences (NCATS))
